Source: PubChem BioAssay (several laboratories)
FXIa inh – inhibitors of human coagulation factor XIa; P03951; purified FXIa, Boc-Glu-Ala-Arg-AMC fluorogenic substrate; inhibition, % at 5 µM; 220,000 tested, 0.14% active;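 active means inhibition of at least 40%; inactive means inhibition below 40%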;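 further: fluorescence of freed AMC excited at 355 nm; 0% = enzyme without compound and 100% = no enzyme blank; many of its hits are not listed in these tables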
KCC2 mod – modulators of human KCC2 chloride dependent transport; Q9H2X9; 190,000 tested, 2.2% active; AID 1456; KCC2 cells, thallium flux FluoZin-2 fluorescence; B-score of Tl+ flux slope (higher = more flux/activation; lower = inhibition) at 10 µM;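 active means thallium flux slope and its plate-corrected score both differing from the plate sample mean at a set confidence after two filtering rounds, in either direction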;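 further: slope of fluorescence scaled to starting intensity during 10 to 20 s after thallium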
hK5 inh – inhibitors of human kallikrein 5; Q9Y337; recombinant hK5, fluorogenic AMC substrate cleavage; inhibition, % at 5 µM; 210,000 tested, 0.59% active;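 active means inhibition of 40% or more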;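 further: 0% = enzyme controls without compound and 100% = no-enzyme blanks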
Thrombin inh – blocks human thrombin protease activity | AID 1046 | alpha-thrombin, Boc-VPR-AMC fluorogenic substrate cleavage | inhibition, % at 5 µM | 220,000 tested, 0.26% active;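 active means inhibition at or above 40%; inactive means inhibition below 40%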;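 further: 0% = enzyme with no compound and 100% = wells without enzyme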
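System – human alpha-thrombin protein · Reagent – Boc-VPR-AMC substrate, 15 µM final · Compound – 5 µM single dose in 0.2% DMSO · Schedule – reaction at room temperature · Technique – AMC fluorescence at 355 nm excitation and 460 nm emission · Read-out basis – % inhibition relative to enzyme controls and enzyme-free blanks · Control set – no-compound enzyme wells and no-enzyme blanks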
Rad51 HR inh – Rad51 (human) homologous recombination inhibition | inhibition, % at 10 µM | AID 1385 | Q06609 | hRad51 DNA strand exchange, fluorescence dequenching | 200,000 tested, 0.085% active;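 active means inhibition above 40% at the single screening dose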;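 further: 0% = DMSO control wells and 100% = blanks with heterologous ssDNA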
Target sequence (Q06609 whole entry, looked up): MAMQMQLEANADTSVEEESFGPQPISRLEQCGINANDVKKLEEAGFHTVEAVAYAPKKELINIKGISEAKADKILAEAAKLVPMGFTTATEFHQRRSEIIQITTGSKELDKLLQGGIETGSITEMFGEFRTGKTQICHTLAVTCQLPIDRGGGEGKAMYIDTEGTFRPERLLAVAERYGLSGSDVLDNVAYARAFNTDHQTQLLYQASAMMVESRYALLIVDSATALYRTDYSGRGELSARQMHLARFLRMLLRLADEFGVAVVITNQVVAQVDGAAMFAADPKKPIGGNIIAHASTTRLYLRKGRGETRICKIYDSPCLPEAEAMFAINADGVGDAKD
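Test system: preformed human Rad51 ssDNA filaments; also added: Donor/quencher-labelled 47-bp dsDNA substrate; doses: 10 µM final, single point; times: 37 °C 15-min filament assembly, 30-min compound preincubation, 15-min exchange; detection: FRET fluorescence dequenching, excitation 485 nm, emission 520 nm; read-out basis: Fluorescence-based percent inhibition, control- and blank-normalised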
Calpain2 inh – blocks pig calpain II enzyme activity. purified calpain II, fluorogenic peptide substrate, 30 min. inhibition, % at 16 µM. 220,000 tested, 0.37% active;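 active means inhibition above about 50%, limit read from the data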
Furin inh – human furin inhibition; purified furin, fluorogenic substrate cleavage; inhibition, % at 30 µM; 220,000 tested, 0.061% active; in the data active means inhibition above about 25%; further: inactives centre near -15
PERK inhibitor – inhibitors of human PERK kinase; inhibition, % at 5.6 µM; 220,000 tested, 0.17% active; Q9NZJ5; CHO PERK-DD fusion, SEAP luminescence translation reporter; AID 1416;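 active means inhibition above the mean inhibition of all tested compounds plus 3 SD, set separately per screening campaign, cut at about 2.9% in these data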;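 further: PERK kinase domain activated by AP20187 dimerizer at 100 nM; 0% = DMSO with dimerizer and 100% = rapamycin at 8.4 µM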
FXIIa inh 1536 – blocks human coagulation factor XIIa protease activity | purified FXIIa, Boc-QGR-AMC fluorogenic substrate, 2 h | inhibition, % at 5 µM | 220,000 tested, 0.3% active | AID 800; in the data active means inhibition above about 40%;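 further: 0% = enzyme with no compound and 100% = blank without enzyme; many of its hits are not listed in these tables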
Target sequence (P00748 20-372 limits assumed): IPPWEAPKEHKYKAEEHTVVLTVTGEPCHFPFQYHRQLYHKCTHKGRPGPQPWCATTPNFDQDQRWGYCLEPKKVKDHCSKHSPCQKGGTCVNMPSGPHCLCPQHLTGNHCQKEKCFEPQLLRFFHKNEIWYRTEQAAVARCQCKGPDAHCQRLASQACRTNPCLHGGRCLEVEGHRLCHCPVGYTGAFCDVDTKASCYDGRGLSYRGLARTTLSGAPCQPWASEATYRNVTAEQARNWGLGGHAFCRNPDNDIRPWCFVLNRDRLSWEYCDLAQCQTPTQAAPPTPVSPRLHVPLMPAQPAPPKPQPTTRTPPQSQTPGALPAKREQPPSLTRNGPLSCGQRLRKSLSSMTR
Target sequence (P00748 373-615 limits assumed): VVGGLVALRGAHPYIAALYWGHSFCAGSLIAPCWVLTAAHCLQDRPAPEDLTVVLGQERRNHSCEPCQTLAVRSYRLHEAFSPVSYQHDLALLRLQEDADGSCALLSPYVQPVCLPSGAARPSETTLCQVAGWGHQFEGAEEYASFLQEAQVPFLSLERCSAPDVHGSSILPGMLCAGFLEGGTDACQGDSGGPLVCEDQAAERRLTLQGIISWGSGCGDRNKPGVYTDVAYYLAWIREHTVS
The depositor's hits bear a star; i = inactive; . = not tested or not shown; [ ] = remark or other dose.

SMILES,FXIa inh,KCC2 mod,hK5 inh,Thrombin inh,Rad51 HR inh,Calpain2 inh,Furin inh,PERK inhibitor,FXIIa inh 1536
Cc1ccc(NC(=O)CCn2nnc3ccccc32)cc1,-6,.,9,5,3,-6,-4,0.0,0
COc1ccccc1NC(=O)/C=C/c1ccc2c(c1)OCO2,2,0.038,-13,5,6,30,-16,1.4,5
CCOC(=O)c1nsnc1NCCSC(=N)N,-2,2.1,-10,-12,2,-36,-5,-0.3,37
CN(Cc1ccccc1)C(=O)C(C(=O)c1ccc(F)cc1)n1cc(Cl)ccc1=O (stereo unspecified),-5,-0.25,-2,-10,2,7,-10,0.6,0
O=C(Nc1ccc2oc(=O)ccc2c1)c1cc2ccccc2o1,16,0.13,-8,4,-4,-18,-19[20 µM],-0.5,22
Cc1ccc2nc3c(c(N)c2c1)CCN3c1ccccc1,-4,-0.26,-61,-2,1,i,-155,-0.7,-3
Cc1cc(NS(=O)(=O)c2ccc(NC(=O)COc3ccc(Cl)cc3)cc2)no1,-5,-0.7,-26,-9,.,-40,-6[20 µM],-0.1,5
Fc1ccccc1CSc1nnc(-c2cnccn2)n1Cc1ccco1,-3,.,-12,-3,.,5,-18[20 µM],0.3,-3
Cc1cc(C)c(C)c(S(=O)(=O)Nc2ccc(O)cc2)c1C,3,.,1,-2,-5,1,-9[20 µM],0.2,12
C[C@]1(C(=O)NCCCNc2ncc(C(F)(F)F)cc2Cl)C=C[C@@H](Cc2ccccc2)N1C(=O)c1ccccc1,10,-0.68,-4,3,-7,-2,-4,-0.2,19
O=C(Cn1cc2c(n1)CCCCC2)N1CCc2ccccc2C1,8,-1.1,-11,-3,-5,10,-23,0.9,17
Cc1ccn2c(NC3CCCC3)c(-c3ccncc3)nc2c1,36,-0.82,23,23,2,11,0,0.3,29
CC(C)OC(=O)CSc1nnc(-c2cnccn2)n1C,-6,0.99,-10,-2,-1,-20,-15[20 µM],0.8,-2
Cc1nnc(NC(=O)Cn2c(=O)sc3ccccc32)s1,-1,0.094,-21,-9,2,8,-17,0.6,6
CCCCCC(=O)N1CC2(CC(c3cccc(NC(=O)COc4ccc(Cl)cc4)c3)=NO2)C[C@@H]1C(N)=O (stereo partly specified),-4,-0.73,-4,-9,-13,2,-24,.,3

Next compounds
SMILES,FXIa inh,KCC2 mod,hK5 inh,Thrombin inh,Rad51 HR inh,Calpain2 inh,Furin inh,PERK inhibitor,FXIIa inh 1536
CC(=O)Nc1ccc(NC(=O)Nc2cccc(C)c2C)cc1,-1,0.11,-2,-10,26,-22,-17,-0.2,6
O=C(OCN1C(=O)c2ccccc2C1=O)c1cccs1,1,0,38,8,-6,20,-8,2.1,21
O=C(NCC12CC3CC(CC(C3)C1)C2)c1nn2c(c1Cl)NC(c1ccco1)CC2C(F)(F)F (stereo unspecified),-3,0.18,-7,4,.,9,-8,0.3,15
CCC(=O)Nc1cc2c(cc1C(=O)c1ccccc1)OCCO2,-4,.,-5,-6,-5,-7,-16,0.7,2
COc1ccc(NC2=NCCC(=O)N2Cc2cccs2)cc1,3,-0.13,-5,-6,-9,15,-18,0.8,6
CCOC(=O)N1CCN(c2nc(-c3ccc(F)cc3)cs2)CC1,-25,-0.041,-28,-3,3,11,-14[20 µM],1.6,-1
Cc1cc(N2CCN(C)CC2)nc2ccc(NC(=S)N3CCN(c4ccccn4)CC3)cc12,-1,0.23,3,-6,-2,7,-16,-0.5,10
O=C(N/N=C/c1ccncc1)C1CC1(c1ccccc1)c1ccccc1 (stereo unspecified),-2,-1.9,0,-3,4,-12,-6,-2.3,3
COc1ccc(N(C(=O)CCl)C(C)(C(=O)Nc2c(C)cccc2C)c2ccccn2)cc1 (stereo unspecified),15,0.4,-9,-4,6,3,-19,0.4,18
O=C(Cc1ccc(S(=O)(=O)N2CCCC2)s1)N1CCOCC1,5,1.5,-13,4,4,-18,-20,0.1,3
CC1Cn2c(nnc2-c2ccccc2O)S1 (stereo unspecified),4,0.11,-6,-2,-8,-5,-27,1.3,8
O=C(COC(=O)c1ccc(S(=O)(=O)N2CCCC2)cc1)NCc1ccco1,-6,2.5,-6,-8,-4,10,-17,1.0,-4
CCCOc1ccc(-c2cnc(SCC(N)=O)nc2N)cc1,3,0.28,-9,2,-4,-1,-14[20 µM],-0.6,15
O=C(CCN1CCN(c2ccccc2)CC1)N/N=C/c1ccccc1O,-7,-0.13,-7,-8,4,-277,-21,0.8,9
CCOC(=O)Cc1nnc(NC(=O)C(CC)Sc2nc(C)cc(=O)[nH]2)s1 (stereo unspecified),-5,-0.95,12,1,12,11,-16,1.0,6

Further records
SMILES,FXIa inh,KCC2 mod,hK5 inh,Thrombin inh,Rad51 HR inh,Calpain2 inh,Furin inh,PERK inhibitor,FXIIa inh 1536
O=C(O/N=C1\C(=O)N(c2ccccc2)c2ccccc21)C1CC1,-1,-1.4,-2,1,-7,-25,-9,0.4,29
CCOC(=O)CCc1c(C)c(C#N)c2nc3ccccc3n2c1-n1cnc2ccccc21,-10,.,0,2,1,-163,-2[20 µM],-1.4,14
CCCCCn1c(CN2CCCCC2CC)nc2c1c(=O)n(C)c(=O)n2C (stereo unspecified),.,-0.4,.,.,-3,.,-29,0.1,.
CCC1CCC2(CC1)NC(=O)N(CC(=O)Nc1cc(C)on1)C2=O (stereo unspecified),16,1.8,16,-5,-5,13,-7,-0.6,18
CCOC(=O)C1=CSC2=NS(=O)(=O)CCN12,-10,.,16,-4,2,22,-17,0.8,-9
CN(C)c1nc(=Nc2cccc(Cl)c2)ss1,2,87*,2,1,9,-12,-28,-0.2,6
CCCCC(OC(=O)c1cc2occc2n1C)C(=O)NCC1CCCO1 (stereo unspecified),-5,.,-11,-6,-13,6,-15,-0.8,13
COc1ccc2c(c1)CC/C2=N\OC(=O)c1ccccc1OC,-3,-1.1,-5,-7,9,-18,-9,1.1,1
CCn1nc([N+](=O)[O-])c(C(C#N)c2nc3cc(C(F)(F)F)ccc3s2)c(Cl)c1=O (stereo unspecified),24,-5.7*,11,18,-3,-14,-8[20 µM],-1.2,27
CN(C)c1ccc(NC(=O)c2ccc(Cn3cc([N+](=O)[O-])cn3)cc2)cc1,-3,-2.4,-1,97*,2,-25,-34,0.2,6
N#Cc1c(-c2cccc(F)c2)cc(-c2ccccc2)nc1Br,3,0.79,-12,1,-6,-172,-19[20 µM],-0.4,15
O=C(CNC(=O)c1ccc2c(c1)OCO2)N/N=C(Br)/C=C/c1ccccc1,7,-1.1,-4,-15,-7,19,-18,-0.3,8
CC(C)C(C)NC(=O)COc1ncnc2ccccc12 (stereo unspecified),2,0.62,-9,3,-3,10,-23[20 µM],1.2,18
CCOc1ccc(N2C(=O)CC(SC(=NC)Nc3ccc(F)cc3)C2=O)cc1 (stereo unspecified),-1,1.1,2,-3,0,26,-2[20 µM],0.2,3
CCOc1cc2c(cc1OCC)C(C(=O)O)C(c1cc(OC)c(OC)c(OC)c1)N(C)C2=O (stereo unspecified),-1,.,-3,-6,-5,-4,-19,0.4,8

Copied from the list:
Calpain2 inh with CCOc1ccc(N2C(=O)CC(SC(=NC)Nc3ccc(F)cc3)C2=O)cc1 (stereo unspecified) = 26
FXIa inh with CCC1CCC2(CC1)NC(=O)N(CC(=O)Nc1cc(C)on1)C2=O (stereo unspecified) = 16
KCC2 mod with CCCCCn1c(CN2CCCCC2CC)nc2c1c(=O)n(C)c(=O)n2C (stereo unspecified) = -0.4
FXIa inh with O=C(CNC(=O)c1ccc2c(c1)OCO2)N/N=C(Br)/C=C/c1ccccc1 = 7

The main list resumes; the 2 compounds before the break are reprinted first.
SMILES,FXIa inh,KCC2 mod,hK5 inh,Thrombin inh,Rad51 HR inh,Calpain2 inh,Furin inh,PERK inhibitor,FXIIa inh 1536
CCOc1ccc(N2C(=O)CC(SC(=NC)Nc3ccc(F)cc3)C2=O)cc1 (stereo unspecified),-1,1.1,2,-3,0,26,-2[20 µM],0.2,3
CCOc1cc2c(cc1OCC)C(C(=O)O)C(c1cc(OC)c(OC)c(OC)c1)N(C)C2=O (stereo unspecified),-1,.,-3,-6,-5,-4,-19,0.4,8
c1ccc2c(c1)nc(N1CCCCCC1)c1ccccc12,-1,0.27,-2,-4,-1,-1,-12,0.2,3
CCOc1ccccc1NC(=O)CSc1nnc2ccc(-c3cccnc3)nn12,3,-0.25,3,2,-13,-8,-4,0.1,9
C[n+]1ccc(/C=C/c2ccccc2O)c2ccccc21,-2,-0.93,.,-5,.,1,-6,0.3,2
CN1CCN(C(=S)NC(=O)c2ccco2)CC1,0,.,5,-1,-3,-23,-29,1.6,13
CCCNC(=O)c1c(N)n(-c2ccc3c(c2)OCO3)c2nc3ccccc3nc12,-1,0.85,-11,3,2,-49,5,1.1,12
CC(C)(C)C(=O)OCc1cn(-c2ccccc2)nn1,3,-0.46,-18,4,-4,4,-22,0.8,15
Cc1ccc(C#N)c(SCc2nnc(-c3ccc(Cl)cc3)o2)n1,10,0.67,-3,3,.,-42,-7,1.5,12
O=C(CSc1nnc(SCc2ccc(Cl)cc2)s1)N/N=C/c1c(Cl)cccc1Cl,-11,0.14,3,-9,-11,26,-12,-0.8,-9
CC(C)(C)CC(=O)Nc1cc(S(=O)(=O)N2CCCCCC2)ccc1Cl,8,-0.51,-8,0,.,2,-19,0.3,8
CCOc1cccc(C2C(C(=O)c3ccco3)=C(O)C(=O)N2Cc2ccncc2)c1 (stereo unspecified),0,2.8,3,-1,-4,28,-18[20 µM],0.9,6
Clc1ccc(-c2noc(CN(Cc3ccccn3)CC3CCCO3)n2)cc1 (stereo unspecified),-1,-5.8e-05,4,-3,5,-10,-32,0.1,11
CC(=O)c1ccc(N(C(=O)CS(=O)CC(=O)Nc2ccc(F)cc2)C(C(=O)NC2CCCCC2)c2cccs2)cc1 (stereo unspecified),3,-0.8,-11,-2,.,-75,-28,0.2,12

The list is partial (hit frequency here may not be typical).
